High-throughput results: PubChem, several laboratories
NPY1 pot ag = potentiates or activates human NPY-Y1 receptor; P25929; NPY-Y1 expressing cells, potentiator/agonist activation; activation, % at 3.6 µM; 220,000 compounds, 0.37% hits; AID 1304; in the data active = activation above about 33%, passing the limit was not always enough;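 note: cells stimulated with NPY at EC10 then isoproterenol at EC100; 0% = low agonist plus stimulus and 100% = saturating agonist plus stimulus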
p97 ATPase inh = inhibitors of human p97 ATPase; recombinant p97 ATPase, Kinase-Glo ATP luminescence, 3 h; AID 1481; inhibition, % at 8 µM; 220,000 compounds, 0.42% hits; P55072; in the data active = inhibition above about 15%;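 note: 0% = DMSO vehicle and 100% = wells lacking enzyme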
Runt-CBFb FRET = Runt domain-CBFb interaction inhibition. inhibition, % at 20 µM. Q01196+Q13951. 220,000 compounds, 0.46% hits. Cerulean-Runt/Venus-CBFb FRET ratio 530/480, 1 h;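 active = inhibition over about 50% at 20 µM in the single-dose screen, limit read from the data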;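 note: 0% = DMSO wells and 100% = excess unlabeled CBFb competitor control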
Target sequence (Q01196 whole entry, looked up, the tested form may be a part): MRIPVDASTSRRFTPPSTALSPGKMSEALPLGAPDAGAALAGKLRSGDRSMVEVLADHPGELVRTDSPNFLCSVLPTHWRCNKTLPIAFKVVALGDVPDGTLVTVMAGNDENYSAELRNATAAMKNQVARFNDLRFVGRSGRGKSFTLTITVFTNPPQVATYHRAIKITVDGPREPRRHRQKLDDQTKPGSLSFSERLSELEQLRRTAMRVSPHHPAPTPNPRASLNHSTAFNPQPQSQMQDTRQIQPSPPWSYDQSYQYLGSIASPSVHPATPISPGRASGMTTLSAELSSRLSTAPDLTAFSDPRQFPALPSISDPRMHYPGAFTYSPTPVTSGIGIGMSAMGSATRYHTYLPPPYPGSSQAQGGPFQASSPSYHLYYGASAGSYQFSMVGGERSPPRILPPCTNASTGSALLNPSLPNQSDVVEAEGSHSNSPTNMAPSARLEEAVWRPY
Target sequence (Q13951 whole entry, looked up, the tested form may be a part): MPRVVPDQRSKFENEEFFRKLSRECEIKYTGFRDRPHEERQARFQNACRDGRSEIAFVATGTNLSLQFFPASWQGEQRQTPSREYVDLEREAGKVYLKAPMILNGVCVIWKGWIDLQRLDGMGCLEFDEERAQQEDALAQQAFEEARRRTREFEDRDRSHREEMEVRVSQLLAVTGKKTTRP
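Reagent – Venus-CBFb binding partner, 100 nM · Assay system – Cerulean-tagged RUNX1 Runt domain (FRET donor) fusion protein · Input – 100 nM per protein · Incubation – two 1 h room-temperature incubations shielded from light · Measured by – FRET fluorescence · Medium – Tris buffer pH 7.5 with salts and BSA · Benchmarks – unlabeled CBFb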
Mdm2 ligase inh = Mdm2 E3 ligase (human) inhibition; Q00987; cell-based MDM2 ubiquitination luciferase reporter, 2 h; 0 = plate control, 100 = twice control, blank-subtracted; signal enhancement, % at 5 µM; 210,000 compounds, 0.11% hits; AID 1230;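 active = signal enhancement of 30% or more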;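 note: luminescence tracks abundance of the self-degrading MDM2-luciferase fusion protein; higher signal means inhibition of MDM2 E3 ligase activity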
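Test system: stable mammalian line carrying autodegrading MDM2–luciferase fusion reporter; quantity: 2000 cells in each well; times: 4 h cell settling then 2 h compound exposure, 37 °C; detection: luminescence with SteadyLite reagent, 15 min at room temperature; evaluation: percent signal gain over controls, blank-subtracted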
NPY-Y2 PAM-ag = potentiators or agonists of human neuropeptide Y receptor Y2; activation, % at 3.6 µM; P49146; cells expressing NPY-Y2, potentiator/agonist read-out; 220,000 compounds, 0.45% hits; in the data active = activation above about 27%;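 note: cells stimulated with NPY near EC25 plus isoproterenol at EC100; 0% = vehicle plus submaximal agonist and 100% = vehicle plus saturating agonist; some results beyond the cut were filed as inactive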
Target sequence (P49146 whole entry, looked up): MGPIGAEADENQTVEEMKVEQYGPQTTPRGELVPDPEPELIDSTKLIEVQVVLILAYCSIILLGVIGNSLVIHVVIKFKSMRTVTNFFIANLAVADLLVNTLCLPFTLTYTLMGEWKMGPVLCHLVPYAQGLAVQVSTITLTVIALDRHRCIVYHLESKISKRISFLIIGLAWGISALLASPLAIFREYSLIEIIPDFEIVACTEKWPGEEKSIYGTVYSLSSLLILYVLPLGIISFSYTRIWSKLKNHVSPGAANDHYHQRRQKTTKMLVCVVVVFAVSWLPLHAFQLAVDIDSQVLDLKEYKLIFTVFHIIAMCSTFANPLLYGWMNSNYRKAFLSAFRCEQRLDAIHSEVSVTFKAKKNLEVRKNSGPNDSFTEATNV
Hck Nef HTS = human Hck-Nef kinase inhibition; AID 463187; 220,000 compounds, 0.68% hits; P08631; Recombinant Hck-YEEI plus Nef, Z-Lyte FRET kinase assay; inhibition, % at 20 µM;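 active = Hck-Nef kinase inhibition above about 50%, limit read from the data; inactive = inhibition below that limit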;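 note: 0% = DMSO with Hck plus Nef and 100% = Hck alone without Nef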
Runt-SMMHC FRET = inhibitors of human RUNX1 Runt domain binding to CBFb-SMMHC. Cerulean-Runt/Venus-CBFb-SMMHC FRET ratio 530/480, 1 h. inhibition, % at 20 µM. 220,000 compounds, 0.74% hits. AID 1434;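 active = mean inhibition across duplicate retests at 20 µM reaching about 50%, limit read from the data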;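 note: 0% = DMSO wells and 100% = wells with excess untagged CBFb-SMMHC; inhibitors lower the FRET ratio by blocking Runt binding to CBFb-SMMHC; some results filed as inactive read as strong as hits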
RBBP9 inh = blocks human serine hydrolase RBBP9; recombinant RBBP9, FP-Rh probe fluorescence polarization; O75884; inhibition, % at 7.94 µM; 220,000 compounds, 0.2% hits;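 active = inhibition above the campaign mean of all tested compounds plus 3 SD, cut at about 14% in these data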;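 note: plate controls were DMSO wells with RBBP9 for no effect and wells lacking RBBP9 protein for full effect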
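Controls: DMSO-treated enzyme wells and wells lacking RBBP9 | Material: RBBP9 protein | Technique: Fluorescence polarization | Replication: Single well per compound, no replicates | Buffer or medium: Tris-NaCl-Pluronic buffer, pH 8.0 | Timing: 30 min compound preincubation, 45 min probe labeling, 25 °C | Read-out basis: Percent inhibition from mP, scaled between DMSO and no-protein wells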
NPY-Y1 antag = antagonists of human neuropeptide Y receptor Y1; P25929; HEK293-CNG Y1 cells, membrane potential fluorescence; NPY at EC95, then isoproterenol; inhibition, % at 3.6 µM; 200,000 compounds, 1% hits; AID 1040;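 active = inhibition above the campaign mean inhibition of all tested compounds plus 3 SD, cut at about 20% in these data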;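 note: 0% = DMSO wells given NPY plus isoproterenol and 100% = isoproterenol alone without NPY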
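Test system – HEK293 Y1/CNG channel cell line · Also added – NPY agonist 25 nM, then isoproterenol 1 µM plus Ro 20-1724 25 µM · Compound dosing – one concentration, 3.6 µM, in 0.4% DMSO · Schedule – compound incubation 1 h at room temperature, readout 45 min post-stimulation · Technique – fluorescence, membrane potential probe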
* = called active by the depositor; nt = not tested or not shown.

Below each compound – NPY1 pot ag | p97 ATPase inh | Runt-CBFb FRET | Mdm2 ligase inh | NPY-Y2 PAM-ag | Hck Nef HTS | Runt-SMMHC FRET | RBBP9 inh | NPY-Y1 antag
#1 Cc1cc(C(=O)N2CCN(c3cccc(Cl)c3)CC2)c(C)o1
  9 | 0 | 2 | -19 | 3 | 2 | 2 | -7 | 0
#2 CC(C)C(NC(=O)OCc1ccccc1)C(=O)OCC(=O)N1CCCCC1 (stereo unspecified)
  -2 | 3 | 0 | -9 | 6 | 0 | 4 | -7 | 1
#3 Cn1cnnc1SCc1ccc(C(=O)NN)cc1
  0 | -6 | -1 | -9 | 1 | -3 | 3 | -5 | 3
#4 O=C(Nn1cnnc1)c1ccccc1CCc1ccccc1
  -6 | -5 | 2 | 6 | -8 | 0 | -1 | -2 | 1
#5 O=C(CSC(=S)N1CCCCC1)N1N=CCC1c1ccccc1 (stereo unspecified)
  -3 | 1 | 2 | -12 | 0 | 0 | -6 | -4 | 1
#6 COC(=O)c1[nH]c2ccc(Br)cc2c1NC(=O)CN1CCCCC1CCO (stereo unspecified)
  2 | -3 | nt | -10 | -7 | 0 | -2 | -9 | 2
#7 CC(=O)c1cc(C)ccc1OC(=O)c1cccnc1
  4 | 3 | -2 | -10 | 7 | 8 | -2 | -5 | 1
#8 Cc1cc(-c2nnc(CCC(=O)N(C)Cc3ccsc3)o2)no1
  -14 | 0 | 2 | -16 | -2 | 17 | -3 | -7 | -1
#9 CC(C)=CC(=O)Nc1nnc(-c2ccccc2)s1
  28 | 1 | 2 | -30 | 15 | 0 | 0 | -3 | 7
#10 O=C(Cc1ccccc1)NCc1ccc(F)cc1
  -3 | -7 | 0 | -11 | 7 | 1 | -2 | -9 | 2
#11 CCS(=O)(=O)c1nc2ccccc2n1Cc1ccccc1Cl
  17 | -12 | 2 | -10 | 3 | 0 | -2 | -6 | -2
#12 O=C(COc1cc(Cl)c(Cl)cc1Cl)Nc1ccc([N+](=O)[O-])cc1Cl
  3 | 3 | 0 | -12 | 15 | 7 | -1 | -9 | nt
#13 Cc1nc(-c2coc3c(CN(C)C)c(O)ccc3c2=O)cs1
  -12 | 2 | 0 | -21 | 5 | 2 | -2 | -4 | -3
#14 CNC(=S)NCc1ccc(OC)cc1
  -15 | 6 | -3 | 1 | -7 | -1 | 2 | -2 | -2
#15 COc1ccc2c(c1)c1nc3ccccc3nc1n2CCCN1C(=O)c2ccccc2C1=O
  -6 | 1 | -17 | -10 | 0 | 2 | -53 | 11 | -2
#16 COc1cc(C2NC(=O)NC(C)=C2[N+](=O)[O-])cc(OC)c1OC (stereo unspecified)
  -2 | 4 | 2 | -8 | 3 | 21 | 0 | 4 | nt
#17 COc1ccc(C(=O)NC2CC(C)(C)Cc3occc32)cc1 (stereo unspecified)
  9 | 0 | 0 | -12 | -1 | 1 | -4 | -3 | 5
#18 CC(Cl)C(=O)NN=C(c1ccccc1)c1ccccc1 (stereo unspecified)
  -4 | -5 | 0 | -7 | -3 | 25 | 34 | 7 | -5
#19 O=C1c2ccccc2C(=O)C1c1ccc(O)cc1
  -24 | -2 | -36 | -18 | -15 | 9 | -76 | -4 | 0
#20 O=C(O)COC(=O)C1C(c2ccccc2)C(C(=O)O)C1c1ccccc1 (stereo unspecified)
  -1 | 4 | 0 | -20 | 0 | 21 | -4 | -2 | 3
#21 CCOC(=O)c1cccc(NC(=S)NCc2ccc(C)cc2)c1
  -11 | 2 | 0 | -19 | -20 | 0 | -1 | -4 | 3
#22 Cc1ccccc1OCC(=O)NCc1ccccc1
  3 | -4 | nt | -8 | -2 | -20 | 2 | -8 | 11
#23 COc1ccc(S(=O)(=O)N(C)CC(=O)NCc2cccnc2)cc1C
  17 | -5 | 2 | -10 | 1 | 0 | -2 | -10 | 0
#24 N#C/C(=N\Nc1cccc(Cl)c1)C(=O)c1ccccc1
  38 | 5 | -4 | -14 | 25 | 2 | -1 | -2 | 7
#25 O=C(Cc1ccccc1)NC(Nc1ccccc1)C(Cl)(Cl)Cl (stereo unspecified)
  18 | 2 | -1 | -7 | 6 | -1 | -2 | 0 | 0
#26 Cc1ccccc1N=Cc1cccc(O)c1O
  -6 | 2 | 4 | -5 | 2 | 4 | -6 | -8 | 3
#27 CCCCNc1cc(NC(C)=O)cc2cc(OC)c(OC)cc12
  -3 | 6 | 4 | -9 | -1 | 6 | 0 | -2 | -9
#28 CCCn1c(=O)c(C(=O)NNS(=O)(=O)c2ccc(Cl)cc2)c(O)c2ccccc21
  -12 | 6 | -3 | 0 | -4 | 5 | 3 | 4 | -3
#29 Cn1c(SCC(=O)c2ccc3c(c2)OCCO3)nnc1C1CC1
  -13 | 1 | 1 | -15 | -5 | 10 | 4 | -9 | 5
#30 O=C(CSc1ncccc1C(=O)O)NC1CCCCCCC1
  6 | 3 | 0 | -8 | -2 | 10 | -3 | -3 | nt

Arranged by count of non-hydrogen atoms (descending): eleven of the compounds above
Below each compound – NPY1 pot ag | p97 ATPase inh | Runt-CBFb FRET | Mdm2 ligase inh | NPY-Y2 PAM-ag | Hck Nef HTS | Runt-SMMHC FRET | RBBP9 inh | NPY-Y1 antag
#15 COc1ccc2c(c1)c1nc3ccccc3nc1n2CCCN1C(=O)c2ccccc2C1=O
  -6 | 1 | -17 | -10 | 0 | 2 | -53 | 11 | -2
#2 CC(C)C(NC(=O)OCc1ccccc1)C(=O)OCC(=O)N1CCCCC1 (stereo unspecified)
  -2 | 3 | 0 | -9 | 6 | 0 | 4 | -7 | 1
#20 O=C(O)COC(=O)C1C(c2ccccc2)C(C(=O)O)C1c1ccccc1 (stereo unspecified)
  -1 | 4 | 0 | -20 | 0 | 21 | -4 | -2 | 3
#12 O=C(COc1cc(Cl)c(Cl)cc1Cl)Nc1ccc([N+](=O)[O-])cc1Cl
  3 | 3 | 0 | -12 | 15 | 7 | -1 | -9 | nt
#5 O=C(CSC(=S)N1CCCCC1)N1N=CCC1c1ccccc1 (stereo unspecified)
  -3 | 1 | 2 | -12 | 0 | 0 | -6 | -4 | 1
#30 O=C(CSc1ncccc1C(=O)O)NC1CCCCCCC1
  6 | 3 | 0 | -8 | -2 | 10 | -3 | -3 | nt
#24 N#C/C(=N\Nc1cccc(Cl)c1)C(=O)c1ccccc1
  38 | 5 | -4 | -14 | 25 | 2 | -1 | -2 | 7
#22 Cc1ccccc1OCC(=O)NCc1ccccc1
  3 | -4 | nt | -8 | -2 | -20 | 2 | -8 | 11
#9 CC(C)=CC(=O)Nc1nnc(-c2ccccc2)s1
  28 | 1 | 2 | -30 | 15 | 0 | 0 | -3 | 7
#26 Cc1ccccc1N=Cc1cccc(O)c1O
  -6 | 2 | 4 | -5 | 2 | 4 | -6 | -8 | 3
#14 CNC(=S)NCc1ccc(OC)cc1
  -15 | 6 | -3 | 1 | -7 | -1 | 2 | -2 | -2

Next part:
Below each compound – NPY1 pot ag | p97 ATPase inh | Runt-CBFb FRET | Mdm2 ligase inh | NPY-Y2 PAM-ag | Hck Nef HTS | Runt-SMMHC FRET | RBBP9 inh | NPY-Y1 antag
#31 CSc1nc(-c2ccco2)cc(C(F)(F)F)c1C#N
  -15 | 0 | 0 | nt | 15 | 6 | -3 | -4 | 8
#32 S=C(NCc1cccs1)Nc1ccccc1Cl
  -7 | 4 | 2 | -4 | -7 | -1 | 7 | -3 | 2
#33 CC(CC(=O)NCc1ccccc1)C1CCCO1 (stereo unspecified)
  -1 | 5 | 0 | 27 | -10 | 5 | 4 | -9 | 2
#34 O=C(COC(=O)CSc1nnc(-c2ccc(Cl)cc2)o1)Nc1cc(Cl)cc(Cl)c1
  -16 | 4 | 48 | -10 | -18 | 4 | -4 | -7 | 1
#35 Cc1ccc(/C=N/NC(=O)Cn2cnc3ccccc32)cc1
  15 | 7 | 0 | -2 | 8 | 26 | 1 | 2 | 4
#36 CCN(c1ccc(NC(=O)COC(=O)c2ccc3ccccc3n2)cc1)C(C)C
  -5 | -3 | 3 | -7 | 1 | -1 | 5 | -6 | -3
#37 CCCC(=O)Nc1ccc(NC(=O)c2ccccc2)nc1
  15 | 3 | -1 | nt | 9 | 21 | 3 | -2 | nt
#38 O=C(CCS(=O)(=O)c1cccc2nsnc12)NCc1ccccc1Cl
  -28 | 5 | 0 | -3 | 9 | 2 | 0 | 4 | -1
#39 CCOC(=O)CN=C1CC(C)(C)CC2=C1Sc1ncnc(N(C)C)c1N2
  -22 | -2 | 4 | 2 | -1 | -1 | -13 | -3 | 5
#40 COc1cc(/C(C)=N/NC(=O)c2ccc(CSc3nncn3C)cc2)cc(OC)c1OC
  -5 | 1 | -1 | 4 | -17 | 23 | 5 | -1 | -2
#41 CSc1ccc(/C=N/NC(=O)CN2CCN(Cc3ccc(Cl)cc3)CC2)cc1
  -32 | -7 | 26 | -15 | -3 | 0 | -7 | -6 | 5
#42 CC(=O)NC1=NN(C(C)=O)C(C)(c2ccccc2)S1 (stereo unspecified)
  -2 | -1 | 4 | -6 | -1 | 0 | -1 | -1 | -5
#43 CC1(C)CC(=O)C(=Cc2cn(CCC#N)nc2-c2ccc(F)cc2)C(=O)C1
  2 | 2 | 18 | -3 | -11 | 12 | 11 | 1 | 0
#44 CC(C)NCC(O)COc1ccc2c(c1)CCC2 (stereo unspecified)
  105* | 1 | 2 | nt | 96* | 4 | 1 | -2 | -12
#45 O=C(c1c[nH]c2ccccc12)C(F)(F)F
  14 | 2 | -1 | -28 | 11 | 17 | -2 | -7 | nt
#46 O=C(O)c1nccnc1C(=O)Nc1ccc(Oc2c(Cl)cccc2Cl)nc1
  12 | 5 | 3 | -7 | 73* | -14 | 0 | -2 | nt
#47 CCN1CCN(C(=O)c2cc3cc4ccc(OC)cc4nc3s2)CC1
  -15 | 2 | 2 | -72 | -20 | 2 | 2 | 2 | 2
#48 CCN(CC)CCSc1nc2ccccc2c(=S)n1-c1ccccc1
  -50 | 2 | 2 | -66 | -30 | 22 | 1 | 3 | 57*
#49 CN(C)c1ccc(C(CNS(=O)(=O)c2ccc(F)c(F)c2)c2c[nH]c3ccccc23)cc1 (stereo unspecified)
  3 | 2 | 1 | 0 | 22 | 5 | 6 | -5 | -4
